Growth percent in the NCI-60 one-dose screen (48 h, 10 µM unless noted): 100 = growth as untreated, 0 = no growth, -100 = all killed.
U251 = U251 CNS tumor cells. actives 5.4% (n = 80,000). AID 1794753
PC-3 = PC-3 prostate cancer cells; actives 3.9% (n = 80,000); AID 1794754
DU-145 = DU-145 prostate cancer. actives 4.2% (n = 81,000)
SF-295 = SF-295 CNS cancer cells. AID 1794758. actives 5.6% (n = 79,000)
SF-539 = SF-539 CNS cancer | actives 6.8% (n = 81,000) | AID 1794752
OVCAR-8 = OVCAR-8 ovarian cancer; actives 4.4% (n = 81,000)
SNB-19 = SNB-19 CNS cancer cells; AID 1794751; actives 2.5% (n = 81,000)
SF-268 = SF-268 CNS cancer cells | actives 3.1% (n = 82,000)
* = called active by the depositor; . = not tested or not shown. How the source made its calls: active means growth percent below 10; inactive means the rest.

SMILES	U251	PC-3	DU-145	SF-295	SF-539	OVCAR-8	SNB-19	SF-268
COc1ccc(C2C=C(c3ccc(Cl)c(Cl)c3)N=C3SC(C)=CN32)cc1 (stereo unspecified)	84	90	100	87	96	94	97	97
CCOC(=O)c1cnn(CC(C)O)c1NC(=O)NCc1ccc(C(F)(F)F)cc1 (stereo unspecified)	106	74	104	95	100	91	105	110
Oc1ccccc1C=NCc1ccccc1	100	103	154	105	90	99	97	125
NC(=O)c1ccc(N2CCCC2)nc1	107	103	111	104	98	103	110	114
CS(=O)(=O)Nc1ccc(C(=O)NC(C(=O)NO)c2ccc(N3CCNCC3)cc2)cc1 (stereo unspecified)	103	106	105	99	92	107	98	102
Brc1ccc2oc3ccccc3c2c1	101	92	102	102	104	102	93	96
CCC(C)(C)c1ccc(OCCOC(C)=O)cc1	94	96	110	97	101	99	98	101
COc1ccc(C2CC(c3cccc(OCCCCOc4cccc(C5=NN(C(C)=O)C(c6ccc(OC)cc6)C5)c4)c3)=NN2C(C)=O)cc1 (stereo unspecified)	82	48	82	44	81	68	65	75
COc1ccc(-c2nc3sc(-c4cc(OC)c(OC)c(OC)c4)nn3c2/C=C2/C(=O)Nc3ccc(F)cc32)cc1	-87*	-25*	-62*	-17*	98	22	11	-7.6*
Nc1ccc(S(=O)(=O)O)c(O)c1	110	88	116	125	101	115	107	100
Cn1cc(-c2csc(-c3cn(C)c4ncccc34)n2)c2cccnc21	96	87	.	98	99	94	94	106
N#CC(C#N)=C(O)/C(=C/c1ccc(Cl)cc1Cl)NC(=O)c1ccccc1	86	84	84	75	86	94	.	88
CCOC(=O)c1[nH]c(C)c(/C(C)=N\O)c1C	98	97	110	97	111	102	110	102
COC(=O)[C@H]1CCCN1C[C@@H](O)CN1C(=O)/C(=C\c2cc(OC)c(OC)c(OC)c2)c2ccccc21	87	91	100	105	111	92	96	100
COc1ccc(C2CC(c3ccc(Cl)cc3)=NN2C(=O)Cn2c3c(sc2=O)C2C[C@@H](C)CCC2C(C)(C)S3)cc1 (stereo partly specified)	82	49	97	93	105	86	86	81
Cc1c(C(N)=O)sc2c1c(=O)n(Cc1ccccc1)c1nnc(S(C)(=O)=O)n21	99	48	101	89	.	.	93	97
COc1ccc(/C(C#N)=C/c2cccnc2)cc1	101	95	103	106	96	107	90	101
CC1=C(C)C(=O)C(N2CCN(c3ccc(C)cc3)CC2)=C(Cl)C1=O	80	77	93	103	104	92	90	95
O=C(/C=C/c1ccccc1Cl)n1nc(-c2ccccc2)nc1-c1ccccc1	.	104	112	.	93	99	102	111
CCOC(=O)c1c(C)oc2ncnc(N3CCN(CC(=O)Nc4ccc(OC)cc4)CC3)c12	99	93	108	104	101	102	105	94
CS(=O)(=O)c1ccc(-c2nc3ccccn3c2/C=N/Nc2nc(-c3ccc(Br)cc3)cs2)cc1	107	100	109	102	105	99	103	108
CC(=O)c1cccc(NC(=O)c2ccc(-c3cccc([N+](=O)[O-])c3)o2)c1	98	.	98	97	94	91	88	101
NCC(=O)NO	99	93	106	94	97	101	109	102
C=CC[n+]1cccc(S(=O)(=O)[O-])c1	101	83	110	.	96	100	103	105
COC(=O)C(Cc1cnc[nH]1)N1CC(=O)N2[C@@H](c3ccccc3)SC[C@H]2C1=O (stereo partly specified)	95	97	117	94	105	98	106	104

Single entries from above:
NC(=O)c1ccc(N2CCCC2)nc1 | PC-3 = 103
Cc1c(C(N)=O)sc2c1c(=O)n(Cc1ccccc1)c1nnc(S(C)(=O)=O)n21 | PC-3 = 48
COc1ccc(/C(C#N)=C/c2cccnc2)cc1 | OVCAR-8 = 107
COc1ccc(C2CC(c3cccc(OCCCCOc4cccc(C5=NN(C(C)=O)C(c6ccc(OC)cc6)C5)c4)c3)=NN2C(C)=O)cc1 (stereo unspecified) | SF-268 = 75

More compounds
SMILES	U251	PC-3	DU-145	SF-295	SF-539	OVCAR-8	SNB-19	SF-268
O=C(O)CN1C(=O)/C(=C/c2cc3cc4c(cc3nc2Cl)OCCO4)SC1=S	105	99	111	98	93	100	96	123
C/C(=C(/c1ccc(O)cc1)c1ccc(OCCN2CCCC2)cc1)c1ccc(Cl)cc1	20	47	65	68	0.1*	65	49	61
CCCCCCCCC/C=N/Nc1ccc([N+](=O)[O-])cn1	95	80	101	102	111	98	96	98
CCOC(=O)/C(C#N)=C/c1cccc(Br)c1	107	107	119	111	103	98	107	108
NC(=O)N/N=C/c1cccs1	108	101	104	89	100	101	109	101
CC(=O)Nc1cc(F)c2c(c1F)Cc1cc(F)ccc1-2	86	76	105	97	87	85	81	80
CCN(CC)CCCC(C)N/C(=C1\C(=O)NC(=O)\C1=C(/NC(C)CCCN(CC)CC)c1cccc(OC)c1)c1cccc(OC)c1 (stereo unspecified)	.	-3.1*	4.6*	.	-81*	5.6*	24	-24*
CC(=O)CC(=O)OC/C=C(/C)CCC=C(C)C	104	111	111	.	97	103	107	106
CCOC(=O)C1=C(N)Oc2n[nH]c(C)c2C1c1cc2cc(Br)ccc2nc1Cl (stereo unspecified)	101	92	101	100	101	103	102	95
Cc1ccccc1NC(=O)NNc1ccccc1	102	97	106	101	102	109	107	100
C=CCOc1ccc2c(c1)CC[C@@H]1[C@@H]2CC[C@]2(C)C[C@@H](O)C[C@@H]12	94	77	115	80	99	96	97	106
Clc1ccc(C2=NN(c3cc(Cl)cc(Cl)c3)C(c3sc(Cl)nc3Cl)C2)cc1 (stereo unspecified)	92	102	104	102	104	106	87	95
CCCCCCCCCCCCCCCCCC(=O)NNCCO	99	66	117	.	95	99	97	105
C=C(C)[C@@H]1CC[C@]2(C(=O)O)CC[C@]3(C)[C@H](CC[C@@H]4[C@@]5(C)C[C@@H](CC#Cc6ccc(C#N)cc6)[C@H](O)C(C)(C)[C@@H]5CC[C@]43C)[C@@H]12	32	44	63	36	75	41	64	59
Cc1ccc([N+]2=NOC(=O)C2CN2CCN(c3cccc(Cl)c3)CC2)cc1 (stereo unspecified)	82	70	95	78	92	95	100	88
COc1ccc(-n2c(-c3ccccc3)c(-c3ccccc3)c3c(SCC(=O)n4nc(C)cc4C)ncnc32)cc1	77	65	94	79	97	80	86	94
C/C(=N/NS(=O)(=O)c1ccc(N)cc1)C(C)(C)C	85	79	100	105	99	102	98	98
CC(/C=C\c1ccccc1)c1ccccc1 (stereo unspecified)	107	86	112	101	107	105	98	107
COc1ccc(C2=C/C(=C\c3cc(OC)c(OC)c(OC)c3)C(=O)NN2C(=S)NN)cc1	95	94	109	92	107	98	93	99
Cc1c(S(=O)(=O)O)cc(Br)c(O)c1Br	102	88	106	100	103	104	.	100
CC/C=C1/C(=O)C=C[C@@H]1C/C=C\CCCC(=O)O	65	81	98	101	101	66	92	92
Cc1ccc(S(=O)(=O)N(C)c2ccccc2C(=O)NO)cc1	105	85	114	100	99	113	104	113
COc1ccc(-c2nsc3c2NC(=O)CC3c2cccc(F)c2)cc1 (stereo unspecified)	46	49	54	62	55	60	83	62
CN(C)C(=O)C1=NC(CO)C(=O)N(c2ccc(Cl)cc2)N1 (stereo unspecified)	101	91	107	103	96	104	102	98
Cc1ccn2c(C(=O)c3ccc(Br)cc3)cc(C(=O)/C=C/c3ccc(N(C)C)cc3)c2c1	104	101	105	101	101	103	102	111

Part of the list above in a different format:
structure | U251 | PC-3 | DU-145 | SF-295 | SF-539 | OVCAR-8 | SNB-19 | SF-268
Cc1ccccc1NC(=O)NNc1ccccc1 | 102 | 97 | 106 | 101 | 102 | 109 | 107 | 100
CCCCCCCCC/C=N/Nc1ccc([N+](=O)[O-])cn1 | 95 | 80 | 101 | 102 | 111 | 98 | 96 | 98

Additional compounds follow.
SMILES	U251	PC-3	DU-145	SF-295	SF-539	OVCAR-8	SNB-19	SF-268
CN(C)[C@@H]1C(=O)C(C(=O)NCN2CCCCC2)=C(O)[C@@]2(O)C(=O)C3=C(O)c4c(O)cccc4[C@@](C)(O)[C@H]3C[C@@H]12	98	102	105	101	97	102	95	103
COC(=O)C1NN(c2ccc(S(N)(=O)=O)cc2)c2nc3nc(-c4cccs4)cc(-c4cccs4)c3c(=O)n21 (stereo unspecified)	53	55	63	73	80	59	71	78
CCCCCCCCCCCCCCCC[N+](C)(C)CCCNS(=O)(=O)c1cccc(C(F)(F)F)c1	107	100	118	106	101	102	104	102
CCC1N=C(N)N=C(N)N1c1ccc(Cl)cc1 (stereo unspecified)	59	63	105	89	109	74	106	77
Cc1ccc(/C=C/C2=NN(C(N)=O)C(c3ccc(C)s3)C2)s1 (stereo unspecified)	91	87	107	101	106	98	90	96
Nc1ccc(SCC(=O)O)cc1	98	90	99	107	92	96	96	99
ClCCOCOc1ccc2ccccc2c1	123	95	120	114	102	120	100	102
Nc1c(C(=O)Nc2cccc3cnccc23)sc2nc3c(cc12)C(=O)CCC3	96	76	103	75	94	100	67	96
CCN(CC)CCNc1ccc(Cl)cc1Cl	102	97	107	109	111	98	.	101
CCCCCCOCCOCCCN1C(=O)C2C3C=CC(C3)C2(Cl)C1=O (stereo unspecified)	95	81	103	100	99	100	101	97
O=C(CCC(=O)c1nc2ncccc2[nH]1)NN1C(=O)CSC1c1ccc([N+](=O)[O-])cc1 (stereo unspecified)	99	101	104	96	97	96	96	96
CC(=O)O[C@H]1C[C@@]2(C)[C@@H](CC(=O)[C@H]3[C@@]4(C)CCC(N5CCCC5)[C@@H](C)[C@@H]4CC[C@@]32C)/C1=C(\CCC=C(C)C)C(=O)O (stereo partly specified)	100	92	107	100	96	99	92	98
CCOC1CC(C)C=CO1 (stereo unspecified)	100	95	113	87	90	99	93	108
NS(=O)(=O)c1ccc(OCCOc2ccc(S(N)(=O)=O)cc2)cc1	97	91	117	101	101	99	96	102
COc1cccc2cc(-c3cc4ccccc4[nH]3)/c(=N/C(=S)Nc3ccc(Cl)cc3)oc12	91	63	87	91	77	86	89	91
O=C1NC(=O)C(=Cc2cc(-c3ccc(Cl)cc3)n(-c3ccccc3)n2)C(=O)N1	97	100	105	94	96	101	87	105
Cc1[nH]c2ncnc(Nc3ccc(NC(=O)Nc4cccc(Br)c4)c(F)c3)c2c1C	104	96	101	100	70	105	100	98
NNC(=O)c1nc[nH]c1C(=O)NN	102	95	102	97	99	107	103	103
CC(=O)OCCSC#N	98	90	106	104	87	102	111	99
O=C(Cn1cc(C2CC2)nn1)Nc1nc2ccccc2s1	101	100	116	99	100	101	101	103

A second format for some results above:
| compound | U251 | PC-3 | DU-145 | SF-295 | SF-539 | OVCAR-8 | SNB-19 | SF-268 |
| --- | --- | --- | --- | --- | --- | --- | --- | --- |
| Nc1ccc(SCC(=O)O)cc1 | 98 | 90 | 99 | 107 | 92 | 96 | 96 | 99 |
| ClCCOCOc1ccc2ccccc2c1 | 123 | 95 | 120 | 114 | 102 | 120 | 100 | 102 |
| Nc1c(C(=O)Nc2cccc3cnccc23)sc2nc3c(cc12)C(=O)CCC3 | 96 | 76 | 103 | 75 | 94 | 100 | 67 | 96 |
| CCN(CC)CCNc1ccc(Cl)cc1Cl | 102 | 97 | 107 | 109 | 111 | 98 | . | 101 |

Bioassay records from PubChem BioAssay.
